Assay outcomes deposited in PubChem BioAssay by several laboratories.
M1 PAM: potentiates human M1 receptor response to acetylcholine | P11229 | CHO-K1 hM1, Fluo-8 calcium fluorescence, ACh EC20; 0% = ACh EC20, 100% = maximal ACh | activation, % at 3 µM | 360,000 tested, 0.088% active | AID 588819; in the data active = activation above about 19%, passing the limit was not always enough
Target sequence (P11229 whole entry, looked up): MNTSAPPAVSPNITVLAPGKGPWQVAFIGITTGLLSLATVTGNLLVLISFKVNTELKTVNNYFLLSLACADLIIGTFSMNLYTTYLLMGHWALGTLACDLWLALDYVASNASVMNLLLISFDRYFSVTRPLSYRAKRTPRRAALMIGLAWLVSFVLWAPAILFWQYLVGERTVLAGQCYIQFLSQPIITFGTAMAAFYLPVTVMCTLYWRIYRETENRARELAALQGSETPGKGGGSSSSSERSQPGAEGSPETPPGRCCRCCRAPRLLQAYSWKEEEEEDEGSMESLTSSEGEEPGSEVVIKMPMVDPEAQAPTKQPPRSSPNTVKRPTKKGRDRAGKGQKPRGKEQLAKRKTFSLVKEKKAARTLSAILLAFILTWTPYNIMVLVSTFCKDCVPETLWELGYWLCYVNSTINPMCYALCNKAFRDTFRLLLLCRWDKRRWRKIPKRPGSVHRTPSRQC
CRFBP-R2 block: antagonists of CRF-binding protein/CRF-R2 receptor complex; 350,000 tested, 0.59% active; HEK293 CRF-R2/CRF-BP, CRF-induced calcium fluorescence; inhibition, % at 11.8 µM; AID 588475;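 active = inhibition of the ligand-induced calcium signal above about 50% at the single tested concentration, limit read from the data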
CHRM5 agonist: CHRM5 agonism in calcium assay | activation, % at 3 µM | CHO-K1 hM5 cells, Fluo-8 calcium fluorescence; 0% DMSO wells, 100% maximal acetylcholine response | P08912 | 360,000 tested, 0.19% active;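 active = activation above the run's mean over test compounds plus 3 SD, cut at about 23% in these data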;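 note: signal is peak over basal fluorescence ratio across the kinetic read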
M5 antag: antagonists of human muscarinic M5 receptor (CHRM5); AID 624040; P08912; 360,000 tested, 0.59% active; CHO-hM5 cells, Fluo-8 calcium fluorescence, ACh EC80; inhibition, % at 3 µM;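 active = inhibition above a per-plate cutoff, the mean of that plate's test compounds plus 3 SD, cut at about 27% in these data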;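 note: 0% = acetylcholine EC80 with DMSO and 100% = DMSO without agonist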
CHRM4 PAM: potentiates acetylcholine response at human M4 receptor. P08173. CHO-K1 hM4/Gqi5, Fluo-8 calcium fluorescence, ACh EC20; 0% = ACh EC20, 100% = maximal ACh. activation, % at 3 µM. 360,000 tested, 0.4% active. AID 624126;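 active = activation above its plate's cutoff, the mean activation of sample wells plus 3 SD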; note: some results filed as inactive read as strong as hits
Target sequence (P08173 whole entry, looked up): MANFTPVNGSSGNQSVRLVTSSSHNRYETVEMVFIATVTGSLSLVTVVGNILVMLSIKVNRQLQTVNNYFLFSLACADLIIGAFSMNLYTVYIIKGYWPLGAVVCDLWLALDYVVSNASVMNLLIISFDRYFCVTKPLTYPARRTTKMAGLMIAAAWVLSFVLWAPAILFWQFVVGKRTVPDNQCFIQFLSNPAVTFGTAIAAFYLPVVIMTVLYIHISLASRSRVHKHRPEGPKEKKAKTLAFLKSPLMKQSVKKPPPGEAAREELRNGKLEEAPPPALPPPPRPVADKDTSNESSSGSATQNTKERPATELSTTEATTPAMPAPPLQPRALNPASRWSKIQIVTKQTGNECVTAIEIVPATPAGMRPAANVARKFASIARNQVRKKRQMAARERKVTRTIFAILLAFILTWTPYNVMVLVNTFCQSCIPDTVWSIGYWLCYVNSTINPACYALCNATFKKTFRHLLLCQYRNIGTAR
M5 PAM: CHRM5 positive allosteric modulation; P08912; CHO-K1 hM5, Fluo-8 calcium, ACh EC20 PAM; 0% = ACh EC20, 100% = ACh EC100; activation, % at 3 µM; 360,000 tested, 0.3% active; AID 624038;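 active = activation above the run cutoff, the mean activation of all test compounds plus 3 SD, cut at about 18% in these data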
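Assay system – human M5 receptor in CHO-K1 cells · Read-out – % activation, ACh-normalized · Technique – Fluo-8 calcium fluorescence · Dosing – single-point, 3 µM nominal · Incubation – Fluo-8 loading 80 min at 37 °C plus 30 min room temperature · Repeats – singlicate, one well per test compound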
CRFBP-R2 agonist: CRF-BP/CRF-R2 complex agonism | HEK293 CRF-R2/CRF-BP, calcium dye fluorescence (FLIPR); percent of saturating CRF peptide response | activation, % at 13.2 µM | 350,000 tested, 0.46% active;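 active = activation of at least 50%, plus an integration ratio under a set limit after plate pattern correction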;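 note: plate controls were neutral control wells without compound for no effect and CRF at EC100 for full effect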
M4 ag: CHRM4 agonism in calcium assay; P08173; CHO-K1 hM4/Gqi5, Fluo-8 calcium fluorescence; vehicle 0%, full acetylcholine response 100%; activation, % at 3 µM; 360,000 tested, 0.14% active; AID 624127;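 active = activation above the run mean over all test wells plus 3 SD, cut at about 32% in these data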;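 note: peak over basal fluorescence ratio per well then scaled between controls; 0% = DMSO wells and 100% = acetylcholine at EC100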
CHRM4 antagonist: antagonists of human muscarinic M4 receptor (CHRM4); P08173; CHO-hM4 cells, ACh EC80, Fluo-8 calcium fluorescence; inhibition, % at 3 µM; 360,000 tested, 0.73% active; AID 624125;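 active = inhibition above its plate's cutoff, the mean inhibition of sample wells plus 3 SD, cut at about 27% in these data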;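 note: 0% = acetylcholine EC80 with DMSO and 100% = DMSO without agonist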
An asterisk follows results filed as active; · = no result given.

entry	Compound	M1 PAM	CRFBP-R2 block	CHRM5 agonist	M5 antag	CHRM4 PAM	M5 PAM	CRFBP-R2 agonist	M4 ag	CHRM4 antagonist
1	CCCc1cc(Nc2ccc(C)cc2)n2ncnc2n1	19	2	-5	8	0	9	-0.4	-1	-18
2	C=CCNc1n[nH]c(=S)s1	6	2	-1	5	1	2	0.4	0	1
3	C=C(C)COc1ccc(-c2[nH]ncc2-c2ccc(OC)c(OC)c2)c(O)c1	-3	11	-3	6	4	-11	-1.9	2	-1
4	CCOCCCNC(=O)C1CCN(S(=O)(=O)c2c(C)noc2/C=C\c2ccc(OC)cc2)CC1	10	-40	-2	0	3	-1	7.2	1	0
5	CC(C)c1c(C(=O)N/N=C/C2CC=CCC2)nnn1-c1nonc1N (stereo not given)	2	-16	2	-1	3	-1	0.3	4	-11
6	COCCn1c(=S)[nH]c2cc(C(=O)N3CCN(c4ccccc4OC)CC3)ccc2c1=O	-8	-32	1	6	2	-2	-5.1	0	6
7	CCOC(=O)c1ccc(NC(=S)N2CCCC(C(=O)N3CCCC3)C2)cc1 (stereo not given)	2	6	-3	7	-9	-6	0.8	2	7
8	CC(C)NC(=O)N(C)C[C@H]1Oc2c(NC(=O)Nc3ccc(C(F)(F)F)cc3)cccc2C(=O)N([C@H](C)CO)C[C@@H]1C	-2	-12	3	9	-2	-6	2.4	17	-4
9	Cc1cc(/C(N)=N/OC(=O)Nc2cccc(C(F)(F)F)c2)no1	1	-5	0	16	-10	-22	-1.7	6	10
10	Cc1c(C)c2cc3c(C)coc3cc2oc1=O	15	12	1	-4	-4	2	-1.0	1	-3
11	Nc1nn(-c2ccccc2Cl)cc1-c1nn[nH]n1	9	-4	-1	8	8	-2	-2.8	1	-9
12	C[C@]1(C(=O)O)Cc2oncc2C[C@@H]1C(=O)O	11	11	-1	3	7	0	-3.7	1	3
13	CCOc1ccccc1N1CCN(C/C=C/c2ccc(N(C)C)cc2)CC1	0	-6	-3	1	4	-4	0.3	3	4
14	CC(=O)c1c(C)oc2ccc(NS(=O)(=O)c3ccc(C(=O)O)cc3)cc12	4	1	-2	18	-7	-8	1.1	2	8
15	C=CCNC(=S)Nc1sc2c(c1C(=O)OCC)CC(C(C)C)OC2 (stereo not given)	9	-59	-1	-1	8	6	2.5	-1	-6
16	COCCNC(=O)C1CCCN(Cc2cccc(Cl)c2)CC1 (stereo not given)	10	·	2	-10	5	6	·	0	-5
17	COc1ccccc1NC(=O)C1=C(C)NC(=O)NC1c1cc(C)cs1 (stereo not given)	4	1	0	-3	1	2	1.0	0	0
18	COc1ccc(CCN2CC(C(=O)NCCc3ccccc3C)CCC2=O)cc1 (stereo not given)	7	18	-4	14	5	-2	1.1	5	-7
19	CC(C)OCCCNC(=O)Cn1nc(-c2ccccc2)ccc1=O	5	7	-2	-10	10	4	1.5	2	-12
20	N#Cc1ccc(-c2ccc(Cl)cc2)nc1Oc1ccc(F)cc1	3	-14	-1	-3	5	-3	3.6	0	-2
21	COc1ccc(OCC(=O)Nc2ccc3c(c2)nc(CCN2CCN(c4ccccn4)CC2)n3C)cc1	-29	-2	-1	2	-14	-12	-1.2	15	7
22	COc1ccc(Cc2c(-c3ccc(F)cc3)nc3c(C)cc(Br)cn23)c(C)c1	-1	·	-4	9	0	6	·	-1	5
23	O=C(CCCc1ccccc1)NCCCN1CCOCC1	-2	15	-4	5	-7	-7	-0.5	1	9
24	CC(=O)Nc1ccc(C(=O)CN2C(=O)NC3(CCCc4ccccc43)C2=O)c(F)c1 (stereo not given)	4	-23	8	4	1	3	1.1	6	-6
25	COCCCNC(=S)NNC(=O)c1ccccn1	1	2	-3	-5	5	6	-1.4	3	-5
26	O=C1/C(=C/c2ccc(F)cc2)SC(=S)N1CC(=O)N1CCCCC1c1cccnc1 (stereo not given)	1	-11	-2	14	-9	-9	-0.9	12	5
27	O=C(NCc1cccnc1)/C(=C\c1ccc(-c2cccc(Cl)c2)o1)S(=O)(=O)c1ccccc1	5	-14	0	8	-23	-4	-0.3	6	14
28	COc1cc(/C=N/NC(=S)Nc2cccc(Cl)c2C)ccc1OCC(=O)N1CC(C)OC(C)C1 (stereo not given)	-12	-28	4	18	-24	-12	0.0	14	16
29	Cc1ccc(SC(C)C(=O)Nc2ccccc2-c2ccccc2)cc1 (stereo not given)	0	-1	-7	-4	5	-4	2.1	-2	-31
30	CNC(C)C(=O)NC(C(=O)NC(C)C(=O)NNc1ccccc1)C(C)C (stereo not given)	0	·	-2	-6	2	-4	·	1	-18
31	Cc1occc1-c1nnc(SCC(=O)NC2CCCCC2)o1	3	-14	-3	14	0	2	-0.7	1	9
32	O=S1(=O)CCC(NC(=S)SCc2ccccc2Br)C1 (stereo not given)	9	-79	0	-7	4	3	2.1	2	-4
33	CCCC(=O)N1CCC(O)(c2cccc(F)c2)CC1	8	3	3	5	-1	3	0.4	1	-2
34	O=S(=O)([N-]c1nc2ccccc2nc1-n1cc[n+](Cc2ccccc2)c1)c1ccccc1	6	5	2	-9	-2	4	0.6	1	-2
35	CCCCOC(=O)Nc1cc(Cl)ccc1C	1	-4	-10	-9	3	0	1.0	-1	-2
36	COc1ccc(S(=O)(=O)n2nc(OC(=O)c3ccc(C)cc3)cc2N)cc1	8	46	-14	-1	5	3	0.9	-1	-4
37	COc1cc(CNCc2ccc(Br)cc2)cc(OC)c1	-7	-9	4	21	-12	-14	0.8	22	9
38	O=C(c1cccs1)N1N=C(c2ccccc2)CC1c1ccccc1O (stereo not given)	2	41	2	0	3	11	0.6	2	-8
39	CCC(=O)NC(C)c1cc(Cl)c2ccccc2c1O (stereo not given)	0	-6	-2	4	1	-1	0.6	2	-7
40	COc1ccc(C(=O)C2CCCN(C(=O)CSC)C2)cc1OC (stereo not given)	2	17	-2	12	-7	-5	0.0	-1	7
41	CCCn1c2ccc(/C(C)=N\O)cc2c2cc(/C(C)=N/O)ccc21	1	20	-6	10	3	-4	-2.8	0	-1
42	CCN1C(=O)C2(C(C#N)=C(N)Oc3c2c(C)nn3-c2ccccc2)c2ccccc21 (stereo not given)	13	-26	2	0	-13	4	-1.0	4	16
43	CC(=O)/C=C1\OCc2ccccc21	·	·	2	1	8	-2	·	2	-11
44	O=[N+]([O-])c1ccc(O)c(CN2CCCCCC2)c1	0	0	5	-2	2	-2	-0.4	1	-12
45	CC(C)NC(=O)C1(C)Cc2c(-c3ccc(C(N)=O)cc3)ccnc2O1 (stereo not given)	5	·	-2	-10	10	-2	·	1	-16
46	O=C(O)C(O)Cc1c[nH]c2ccccc12 (stereo not given)	8	-7	2	1	8	6	-0.2	0	-3
47	COc1ccc(N2CCN(c3ccc(N4C(=O)COCC4=O)cc3[N+](=O)[O-])CC2)cc1	-2	-9	4	8	-5	-5	0.1	7	0
48	C(=NOCCc1ccccc1)c1cccnc1	16	17	2	10	3	-2	-0.4	1	-8
49	Cn1cc(C(=O)N2CCN(c3ccccc3)CC2)c(=O)c2cc(S(=O)(=O)N3CCOCC3)ccc21	2	10	-2	2	1	3	-0.6	0	5
50	CC(NS(=O)(=O)c1ccccc1)C(=O)NCCc1ccccn1 (stereo not given)	13	-5	-1	-1	1	3	-0.3	0	2
51	Cc1ccc(C(O)P(=O)(OCCC(C)C)c2ccc(N(C)C)cc2)cc1 (stereo not given)	5	6	-4	-2	7	1	-5.2	1	-15
52	COc1ccc(N(C(=O)CNC(=O)c2ccco2)C(C(=O)NC2CCCCC2)c2ccco2)cc1 (stereo not given)	-1	3	-6	-3	-8	17	-2.6	0	7
53	O=S(=O)(Nc1ccccn1)c1cccc(S(=O)(=O)c2ccc(Br)cc2)c1	-22	4	2	-2	-9	-6	-0.5	8	-3
54	Cc1ccc(NCC(=O)N/N=C/c2cccc(Oc3ccccc3)c2)cc1	12	-86	0	-9	4	3	1.5	0	-15
55	CCC(CC)C(=O)Nc1cccc(C(=O)NCc2ccco2)c1	5	-9	2	-1	7	-3	-1.7	1	0
56	CCCSc1cc(NCCOC(C)=O)c([N+](=O)[O-])c2nonc12	-8	5	0	10	-1	-7	-3.8	1	4
57	COc1ccc(C(=O)Cn2cc[n+](C)c2)cc1	7	18	3	1	-6	-5	2.3	0	-4
58	COc1ccc(C(=O)Nc2cc([N+](=O)[O-])ccc2N2CCN(C)CC2)cc1	-4	-36	-3	8	1	-8	-1.1	1	-2
59	CC(C)c1ccc(S(=O)(=O)N2CCN(CCC(=O)Nc3ccc(N(C)C)cc3)CC2)cc1	6	11	-3	4	-3	-1	0.4	1	-5
60	COc1ccc(N(CC(=O)N/N=C/c2cccc(OC)c2OC)S(=O)(=O)c2ccccc2)cc1	1	0	-6	8	-6	-8	2.0	8	-2

Further records
entry	Compound	M1 PAM	CRFBP-R2 block	CHRM5 agonist	M5 antag	CHRM4 PAM	M5 PAM	CRFBP-R2 agonist	M4 ag	CHRM4 antagonist
61	Cc1cc(Cl)ccc1NC(=O)CCC(=O)N/N=C/c1cccnc1	4	-4	-4	3	-4	-4	0.3	0	10
62	Clc1ccc(-c2ccc(CNCC3CCCO3)o2)cc1 (stereo not given)	-8	2	-5	2	-5	-1	0.4	2	0
63	O=C1CCN(CCc2ccccc2)CCN1[C@H](CO)c1ccccc1	-2	-4	-8	10	-4	-2	0.1	3	0
64	COc1ccc(C(C)=O)cc1COC(=O)Cc1cc(OC)c(OC)c(OC)c1	0	-7	-1	-1	0	0	-0.4	3	-2
65	O=c1[nH]c2ccc(Cl)cc2c(=O)n1Cc1ccco1	-3	-11	-3	-9	7	0	6.7	1	-4
66	Cc1ccc(S(=O)(=O)NCC(=O)OCc2nnc(-c3ccccc3)o2)cc1	3	21	0	8	-1	-6	-3.2	2	-3
67	O=c1c2ccccc2cnn1-c1nc2ccccc2[nH]1	8	7	-1	-7	-2	-1	0.0	1	1
68	Cc1ccc(S(=O)(=O)N2CCN(C(=O)COC(=O)/C=C/c3ccccc3)CC2)c(C)c1	7	-6	3	1	8	2	0.6	1	-3
69	O=C(CN1CCCC1)N1CCCc2c1c(=O)oc1ccc(OCc3ccccc3)cc21	-12	-40	-6	-17	-8	10	0.1	1	-6
70	CCOc1ccc(CN2C(=O)c3ccccc3C2=O)cc1C(=O)N1CCC(C(N)=O)CC1	9	-5	-1	8	8	-1	0.3	0	0
71	COc1ccccc1NC(=O)C1CCCN(S(=O)(=O)c2ccc3c(c2)CC(C)N3C(C)=O)C1 (stereo not given)	0	12	-1	7	-3	-7	-2.2	5	9
72	COc1ccc(CNC(=O)C2CCN(C(=O)c3sccc3-n3cccc3)CC2)cc1	10	7	-6	4	-1	5	-3.4	6	0
73	COc1ccc(Cl)c(NC(=O)Cn2nnc(-c3ccccc3N)n2)c1	-7	-27	2	10	-1	-9	-2.6	8	4

Outcome played no part in choosing rows; overall some 2.6% were active at least once.
